Screens from PubChem BioAssay.
BAZ2B block = qHTS Assay for Inhibitors of BAZ2B; Bromodomain adjacent to zinc finger domain protein 2B (Homo sapiens), Q9UIF8; AlphaScreen BAZ2B-H3K14Ac peptide displacement; Potency, µM (top dose mostly 114 µM), inactives show at the highest dose activity change, negative = inhibition, most hits filed as inhibitors; 360,000 tested, 4.4% active; note: % is set by controls: 0 for no effect and ±100 for the full control effect; nearly all actives have a fitted effect of over 60% in size
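Multi-concentration screen (max 110 uM) measuring displacement of acetylated histone H3 peptide from BAZ2B by AlphaScreen, using 50 nM protein, 50 nM peptide and 10 ug/mL streptavidin donor plus Ni-chelate acceptor beads.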
JMJD2A Tudor inh = qHTS Assay for Inhibitors of JMJD2A-Tudor Domain; Lysine-specific demethylase 4A (Homo sapiens), O75164; AlphaScreen JMJD2A-Tudor / H3K4me3 peptide binding; Potency, µM (highest dose often 114 µM), without a hit: at the highest dose activity change, negative = inhibition, actives largely listed as inhibitors; 390,000 tested, 4.4% active; AID 504339, 2011; note: % is set by controls: 0 for no effect and ±100 for the full control effect; nearly all actives have a fitted effect of over 50% in size
POLB inh = qHTS Assay for Inhibitors of DNA Polymerase Beta; 340,000 tested, 1.3% active; Potency, µM (top dose mostly 114 µM), for the others: at the highest dose activity change, negative = inhibition, actives largely listed as inhibitors; Pol beta primer extension/strand displacement, fluorescence kinetic; AID 485314, 2010; note: % is set by controls: 0 for no effect and ±100 for the full control effect
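Curves were derived by four-parameter Hill fits of normalized qHTS data. The kinetic fluorescent primer-extension read was taken at 0 and 10 min after 50 nM substrate, following a 15 min room-temperature preincubation of 10 nM enzyme with compounds.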
BLM helicase inh = qHTS Assay for Inhibitors of Bloom's syndrome helicase (BLM) | AID 2528, 2010 | recombinant BLM DNA unwinding, fluorescence dequenching | RecQ-like DNA helicase BLM (Homo sapiens), P54132 | Potency, µM (series often up to 56.1 µM), without a hit: at the highest dose activity change, negative = inhibition, actives largely listed as inhibitors | 350,000 tested, 0.2% active;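 note: plate controls were vehicle for no effect and no enzyme for full effect; nearly all actives have a fitted effect of over 35% in size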
POLI inh = qHTS for Inhibitors of Polymerase Iota. Pol iota fluorescent replication assay, 10 min. Potency, µM (top dose mostly 115 µM), inactives show at the highest dose activity, negative = inhibition, hits mostly inhibitors. 390,000 tested, 1% active
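Pol iota at 10 nM preincubated 15 min with compounds at room temperature; reaction started with fluorescent substrate, 50 nM final. Fluorescence read kinetically at 0 and 10 min; buffer-only wells as negative control.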
Pol kappa inh = qHTS for Inhibitors of Polymerase Kappa | Potency, µM (top dose mostly 107 µM), for inactives: at the top dose activity, negative = inhibition, most hits filed as inhibitors | AID 588579, 2011 | 400,000 tested, 0.53% active | DNA polymerase kappa (Homo sapiens), Q9UBT6 | purified Pol kappa, fluorescent DNA synthesis assay, 10 min; note: % is set by controls: 0 for no effect and ±100 for the full control effect
Target sequence (Q9UBT6 whole entry, looked up): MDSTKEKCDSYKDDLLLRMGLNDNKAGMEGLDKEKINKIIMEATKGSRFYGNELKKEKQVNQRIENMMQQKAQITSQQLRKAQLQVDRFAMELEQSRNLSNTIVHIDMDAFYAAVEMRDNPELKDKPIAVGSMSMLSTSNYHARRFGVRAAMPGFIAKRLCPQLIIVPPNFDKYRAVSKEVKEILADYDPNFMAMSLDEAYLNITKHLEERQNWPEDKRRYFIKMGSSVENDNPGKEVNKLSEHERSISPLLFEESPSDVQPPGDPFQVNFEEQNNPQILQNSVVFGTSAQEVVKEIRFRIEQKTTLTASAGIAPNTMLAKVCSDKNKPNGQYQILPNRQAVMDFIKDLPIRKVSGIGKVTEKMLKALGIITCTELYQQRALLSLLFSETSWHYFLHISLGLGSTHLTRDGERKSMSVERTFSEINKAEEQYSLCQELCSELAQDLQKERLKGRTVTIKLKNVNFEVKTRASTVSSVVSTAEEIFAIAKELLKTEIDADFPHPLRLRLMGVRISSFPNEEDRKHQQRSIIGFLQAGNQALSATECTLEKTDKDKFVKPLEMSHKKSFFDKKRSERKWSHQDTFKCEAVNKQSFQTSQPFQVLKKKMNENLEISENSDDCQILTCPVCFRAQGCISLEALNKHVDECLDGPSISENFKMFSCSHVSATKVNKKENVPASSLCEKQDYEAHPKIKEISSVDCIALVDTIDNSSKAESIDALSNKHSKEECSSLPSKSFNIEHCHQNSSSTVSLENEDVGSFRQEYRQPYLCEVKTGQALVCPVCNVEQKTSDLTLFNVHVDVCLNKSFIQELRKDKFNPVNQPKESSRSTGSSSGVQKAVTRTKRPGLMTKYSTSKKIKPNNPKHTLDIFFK
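Kinetic fluorescence readout at 0 and 10 min followed reaction start with substrate at 50 nM final. Beforehand, enzyme (10 nM Pol kappa) stood 15 min with compound at room temperature; buffer-only wells were negative controls.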
Pol eta inh = qHTS for Inhibitors of Polymerase Eta. 390,000 tested, 1.2% active. DNA polymerase eta (Homo sapiens), Q9Y253. recombinant Pol eta, fluorescent DNA replication assay. Potency, µM (series often up to 114 µM), for inactives: at the highest dose activity change, negative = inhibition, actives largely listed as inhibitors; note: % is set by controls: 0 for no effect and ±100 for the full control effect
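Fluorescent replication assay: 50 nM final substrate added after a 15 min room-temperature compound preincubation with 10 nM enzyme. Signal taken at 0 min and again at 10 min.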
G9a inh = qHTS Assay for Inhibitors of Histone Lysine Methyltransferase G9a | Potency, µM (series often up to 102 µM), for the others: at the top dose activity, negative = inhibition, hits mostly inhibitors | AID 504332, 2011 | Histone-lysine N-methyltransferase EHMT2 (Homo sapiens), Q96KQ7 | 350,000 tested, 8.8% active | G9a H3K9 monomethylation, AlphaScreen, 2 h; note: % is set by controls: 0 for no effect and ±100 for the full control effect; nearly all actives have a fitted effect of over 75% in size
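Step 1: enzyme (final 20 nM) with compound, 15 min RT. Step 2: substrate peptide 500 nM and SAM 20 uM, 2 h RT. Step 3: anti-H3K9me1 antibody and AlphaScreen beads, 10 min, then plate read.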
APEX1 inh = qHTS Assay for Inhibitors of the Human Apurinic/apyrimidinic Endonuclease 1 (APE1); 350,000 tested, 0.35% active; recombinant APE1, TAMRA/BHQ-2 abasic DNA cleavage fluorescence; Potency, µM (top dose mostly 65.8 µM), without a hit: top-dose activity change, negative = inhibition, usual class: inhibitors; AID 2517, 2012; DNA repair nuclease/redox regulator APEX1 (Homo sapiens), P27695;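 note: plate controls were vehicle for no effect and reference inhibitor for full effect; nearly all actives have a fitted effect of over 55% in size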
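Substrate: short duplex with […] THF abasic site, 5'-TAMRA and 3'-BHQ-2, 50 nM final. APE1 at 0.75 nM, preincubated 15 min RT with compound. Fluorescence increase from first to third read measured activity.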
The depositor's hits bear a star; ? = inconclusive; / = no result given; [ ] = remark or other dose. Calls come from the whole dose curve; as a rule, active = well fitted curve in the direction sought with a large enough effect; inconclusive = small, poorly fitted or top-dose-only effect, or another doubt; inactive = no such curve, though single readings can be large; an effect the other way counts as inactive or inconclusive. Potency is the fitted concentration of half-maximal effect. The list is partial. The share of hits here may be higher or lower than overall.

| item | mol | BAZ2B block | JMJD2A Tudor inh | POLB inh | BLM helicase inh | POLI inh | Pol kappa inh | Pol eta inh | G9a inh | APEX1 inh |
| --- | --- | --- | --- | --- | --- | --- | --- | --- | --- | --- |
| 1 | COc1ccc(S(=O)(=O)CCc2nc3ccccc3s2)cc1 | 3% | 14% | -12% | -3% | 0% | -8% | -12% | 12%[59 µM] | 8% |
| 2 | CN(CCOc1ccccc1Cl)Cc1ccccc1 | 56µM* | 22µM* | -8% | 1% | -20% | 8% | -4% | 10µM* | -13% |
| 3 | CC1(c2ccc(Cl)cc2)CC(C)(C)N(C(=O)c2cccc(F)c2)c2ccccc21 (stereo not given) | -5% | 0% | 0% | -7% | 14% | 7% | -26% | 20%[59 µM] | / |
| 4 | CS(=O)(=O)c1ccccc1C(=O)N1CCN(S(=O)(=O)c2ccc(C3CCCCC3)cc2)CC1 | -32% | -32% | / | / | 1% | ? | -16% | 50µM* | -10% |
| 5 | COc1ccc(/C=C2\N=C(C)OC2=O)cc1OC(C)=O | -2% | -14% | ? | 1% | -8% | -4% | 3% | 28µM* | 3% |
| 6 | CC1Cc2ccccc2N1C(=O)CSc1nnc2n1C(C)(C)Cc1ccccc1-2 (stereo not given) | -38% | -27% | -23% | -5% | -7% | -9% | -8% | -33%[59 µM] | -1% |
| 7 | CCOc1ccccc1N(C)C(=O)Cn1cnc2sc(C)c(S(=O)(=O)N3CCC(C)CC3)c2c1=O | -2% | -18% | 16% | 0% | -9% | 5% | -4% | -10%[59 µM] | / |
| 8 | O=C(C[C@@H]1C/C=C\C[C@H](NC(=O)OCC2c3ccccc3-c3ccccc32)C(=O)OC[C@@H]2CCCN2C1=O)N[C@@H](CO)Cc1ccccc1 | / | -14% | / | / | -23% | -4% | -11% | / | -35% |
| 9 | NC(=S)N/N=C/c1ccc(-c2cc(Cl)cc(Cl)c2)o1 | -33% | -35% | 82% | 3% | 16% | -1% | -18% | 13µM* | 4% |
| 10 | O=C(NCC1CC1)c1ccc2c3n(nc2c1)-c1ccc(Cl)cc1CO3 | / | -27% | / | / | 9% | 1% | -15% | / | / |
| 11 | CC1CCCN(C(=S)Nc2ccc(S(=O)(=O)N3CCCCC3)cc2)C1 (stereo not given) | -14% | -7% | 11% | -11% | 46%[activator] | 6% | -26% | ? | -1% |
| 12 | CCOC(=O)C1CCN(C(=O)COC(=O)CNC(=O)c2ccc(OC)cc2)CC1 | -10% | -11% | 0% | -1% | 6% | -3% | -3% | 10% | 5% |
| 13 | Cc1ccccc1NC(=O)CSc1nc(-c2ccc(F)cc2)c2cccc(C)c2n1 | 3% | -17% | 37% | -1% | -9% | 5% | -4% | -7%[59 µM] | / |
| 14 | CCN(CC)S(=O)(=O)c1ccc(NC(=O)CCNC(=O)c2ccco2)cc1 | 5% | -8% | 4% | 3% | -17% | -3% | -14% | ? | 13% |
| 15 | CCn1c(C(=O)NCc2ccccc2OC)cc2sccc21 | -8% | ? | 15% | -15% | -11% | -4% | -27% | 0%[59 µM] | / |
| 16 | C/C(=N\NC(=O)c1ccco1)c1ccc(NC(=O)C(F)(F)F)cc1 | -17% | ? | -30% | -2% | -13% | -1% | -11% | -1% | 18% |
| 17 | CN(C)CCNC(=O)CCCn1c(=O)c2cccn2c2ccccc21 | -39% | -35% | -27% | -2% | 40%[activator] | -10% | -22% | ? | / |
| 18 | CC(C)(C)C(=O)OCc1cn(-c2ccccc2)nn1 | -4% | -5% | 6% | 1% | 3% | 4% | -5% | 47%[12.7 µM] | -3% |
| 19 | Cc1cccc(Nc2c([N+](=O)[O-])ccc3nonc23)c1 | -24% | -6% | -34% | -4% | -30% | 6% | -8% | -5% | 58%[activator] |
| 20 | COc1ccc(C(=O)NNC(=O)CCC(=O)Nc2ccc(C)cc2C)cc1 | 0% | -11% | 3% | 0% | 52%[activator] | -3% | -20% | -22% | 19% |

Carrying on.
| item | mol | BAZ2B block | JMJD2A Tudor inh | POLB inh | BLM helicase inh | POLI inh | Pol kappa inh | Pol eta inh | G9a inh | APEX1 inh |
| --- | --- | --- | --- | --- | --- | --- | --- | --- | --- | --- |
| 21 | C/C(=N\O)C1(C)N(O)C(C)(C)C(c2ccc(Br)cc2)=[N+]1[O-] (stereo not given) | -7% | 10% | 20% | -1% | -8% | -7% | -6% | -6%[2.33 µM] | 5% |
| 22 | C=CCC[C@H](Cc1ccc(F)cc1)C(=O)OC[C@@H](C)NC(=O)[C@@H](CC=C)CC(=O)N[C@@H](CO)Cc1ccccc1 | / | -14% | / | / | 22% | -12% | -18% | / | 16% |
| 23 | O=C(CN1C(=O)NC2(CCCCCC2)C1=O)c1cccs1 | 3% | -7% | / | / | 4% | -1% | 0% | 4%[59 µM] | 16% |
| 24 | Cc1cc(NC(=O)CCOc2ccccc2)no1 | -7% | -9% | 10% | 0% | -1% | -16% | -10% | ? | -11% |
| 25 | COc1ccc(N2CC(O)=C(c3nc(-c4ccc(F)cc4)cs3)C2=N)cc1 | 0% | -13% | 7% | -11% | 71%[activator] | -11% | -8% | -4% | 0% |
| 26 | CC1(c2cc(C(F)(F)F)n3nc(C(=O)O)cc3n2)CC1 | 0% | 3% | -1% | 1% | 22% | 3% | -7% | -1%[59 µM] | 1% |
| 27 | CCNC(=S)Nc1cc(OC)c(NC(=O)c2ccco2)cc1OC | -14% | -15% | 8% | -13% | 21% | 5% | -12% | -4%[12.7 µM] | -4% |
| 28 | CCCn1c2ccccc2c2nnc(SCC(=O)Nc3ncccn3)nc21 | ? | -21% | -2% | -5% | 2% | -2% | ? | -7%[12.7 µM] | 1% |
| 29 | COC(=O)CCN1CCN(S(=O)(=O)c2ccc3c(c2)OCCO3)CC1 | 7% | 0% | / | / | 4% | 10% | -10% | 29%[2.33 µM] | -3% |
| 30 | CCc1ccc(C(=O)/C=C/c2cnn(C)c2C)s1 | -5% | 1% | 9% | 2% | -7% | -11% | -3% | -3%[59 µM] | 0% |
| 31 | COCCN1C(=O)c2ccccc2C(C(=O)Nc2ccc3c(c2)OCCO3)C1c1ccc(F)cc1 (stereo not given) | 8%[57.1 µM] | -6% | 18% | -5% | 12% | -10% | 3% | -25%[12.7 µM] | 15% |
| 32 | COc1ccc(CC(=O)Nc2ccc(S(=O)(=O)Nc3ncccn3)cc2)cc1OC | -18% | -7% | 3% | -6% | -19% | -19% | -5% | 8%[12.7 µM] | -2% |
| 33 | COC(=O)c1ccccc1SCC(=O)Nc1ccc(N2CCOCC2)cc1 | -25% | -21% | 10% | -4% | 97%[activator] | -11% | -7% | 79µM* | 30% |
| 34 | O=C(CCCn1c(=O)c2ccccc2n(Cc2cccc(Cl)c2)c1=O)NCCc1ccc(Cl)cc1 | 2% | -13% | 2% | 1% | ? | -16% | -5% | -4%[59 µM] | / |
| 35 | Cc1ccc(-c2nc3ccsc3c(=O)[nH]2)cc1 | ? | -8% | -7% | 0% | 0% | -9% | -2% | -32% | -2% |
| 36 | O=C(COC(=O)Cc1ccc(Cl)cc1Cl)NC1CC1 | / | -11% | / | / | 55%[activator] | -2% | -20% | / | -11% |
| 37 | COc1ccc(Cl)cc1NC(=O)N(C)CCc1c(C)nn(C)c1C | -11% | 10% | 26% | 0% | 28% | -4%[60.1 µM] | -18% | 9%[12.7 µM] | / |
| 38 | O=C(NCC1CCCC(CNC(=O)Nc2ccc(Cl)cn2)C1)Nc1ccc(Cl)cn1 (stereo not given) | -17% | -13% | 24% | -7% | 10% | -8% | -24% | 7% | -2% |
| 39 | CC(C)C(c1nnnn1C1CCCC1)N1CCN(C(=O)c2ccco2)CC1 (stereo not given) | 1% | -10% | 4% | 2% | -14% | -3% | -2% | -9%[12.7 µM] | 2% |
| 40 | CCCCCCn1c(Br)nc2c1c(=O)n(C)c(=O)n2C | 4% | -12% | 6% | -7% | 66%[activator] | -4% | ? | / | 2% |

Other records
| item | mol | BAZ2B block | JMJD2A Tudor inh | POLB inh | BLM helicase inh | POLI inh | Pol kappa inh | Pol eta inh | G9a inh | APEX1 inh |
| --- | --- | --- | --- | --- | --- | --- | --- | --- | --- | --- |
| 41 | O=C1CCCN1CCCNC(=S)Nc1ccccc1Cl | -12% | 6% | 14% | -4% | 98%[activator] | -2% | -13% | 6% | -5% |
| 42 | O=C(Nc1ccc(-c2cscn2)cc1)C1CCCN(Cc2ccccc2)C1 (stereo not given) | -14% | -19% | -23% | 5% | 7% | -13% | 2% | -8%[0.0925 µM] | -5% |
| 43 | COc1ccccc1-n1c(CNC(=O)c2ccccc2)nnc1SCC(=O)Nc1nnc(C)s1 | 2% | -6% | -2% | -3% | 5% | 2% | -19% | -4% | -3% |
| 44 | O=c1cc(-c2ccco2)oc2ccccc12 | / | -4% | / | / | 37%[activator] | 2% | -27% | / | / |
| 45 | Cc1ccc(NC2CCCN(C(=O)CCC3(C)CC3)C2)cc1C (stereo not given) | ? | ? | 0% | -3% | 10% | -7% | -24% | -27% | 15% |
| 46 | CCC(C)NS(=O)(=O)c1cccs1 (stereo not given) | -1% | 19% | -20% | -1% | 1% | 1% | -12% | 5%[12.7 µM] | -1% |
| 47 | CCOC(=O)NC(=S)c1ccc[nH]1 | -6% | -11% | 28% | -3% | 35%[activator] | -12% | -5% | -4%[59 µM] | -1% |
| 48 | CC(C)N=c1scc(-c2ccco2)n1/N=C/c1ccc(O)c(O)c1 | 32µM* | 40µM* | ? | -13% | -17% | -15% | -12% | ? | -1% |
| 49 | c1ccc(CC2CNc3ccccc3CN2)cc1 (stereo not given) | -28% | -22% | 37% | 3% | ? | -6% | -6% | ? | -1% |
| 50 | CC(C)Cn1c(N)c(C(=O)COC(=O)c2cnc(Cl)c(Cl)c2)c(=O)n(C)c1=O | -21% | 0% | 9% | -7% | 27% | -1% | -13% | -21% | -5% |
